From PubChem BioAssay
EPAC1 agonist: EPAC1 (human) agonism. O95398. 360,000 tested, 0.073% active. Potency, µM (doses to about 154 µM), inactives show at the top dose activation, usual class: activators. EPAC1 agonist qHTS, biochemical assay; response scale: 100% = response to 6.5 mM cAMP; also: nearly all actives have a fitted effect of over 60% in size
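Fluorescent GDP-exchange assay: 100 nM EPAC1 with 250 nM Rap1B preloaded with BODIPY-GDP and 50 uM GDP; compounds tested as concentration series, 5 min at room temperature, then read every 5 min for 30 min (ex 480/em 540 nm); normalized to 6.5 mM cAMP.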
TDP-43 yeast inh: TDP-43 toxicity inhibition in yeast; TDP-43 expressing yeast growth rescue, BacTiter-Glo, 24 h; Potency, µM (highest dose often 46.1 µM), inactives show at the highest dose growth rescue (activation), actives largely listed as activators; 410,000 tested, 1.8% active; AID 652104; also: % of control where 0% means no effect; nearly all actives have a fitted effect of over 50% in size
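Yeast cells expressing TDP-43 under galactose induction are exposed to compounds for 24 hr at 30 deg C. BacTiter-Glo luminescence measures growth, so protective compounds score as activators.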
EPAC2 antag: blocks human EPAC2 exchange factor. Q8WZA2. EPAC2 GEF exchange of Rap1B-BODIPY-GDP, fluorescence. Potency, µM (series often up to 114 µM), inactives show at the highest dose activity, negative = inhibition, actives largely listed as inhibitors. 360,000 tested, 0.18% active; also: % is scaled to controls: 0 for no effect and ±100 for the full control effect; nearly all actives have a fitted effect of over 45% in size; many of its hits are not listed in these tables
EPAC2 agonist: activates human EPAC2 exchange factor | 360,000 tested, 0.079% active | AID 720711 | Potency, µM (highest dose often 154 µM), for inactives: at the top dose activation, most hits filed as activators | Q8WZA2 | EPAC2 activation, biochemical qHTS; response scale: 100% = 6.5 mM cAMP response; also: nearly all actives have a fitted effect of over 50% in size
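Fluorescence exchange assay: 100 nM EPAC2 with 250 nM RAP1B-BODIPY-GDP and 50 uM GDP; compounds tested as a concentration-titration series (qHTS). Loss of Rap1-bound BODIPY-GDP fluorescence read at 480/540 nm; data normalized to 6.5 mM cAMP.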
aSyn rescue: alpha-synuclein toxicity inhibition in yeast | AID 652106 | Yeast expressing alpha-synuclein, growth rescue, BacTiter-Glo, 24 h | Potency, µM (doses to about 46.1 µM), for the others: at the highest dose growth rescue (activation), hits mostly activators | 370,000 tested, 0.14% active; also: % of control where 0% means no effect; nearly all actives have a fitted effect of over 65% in size
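Galactose-induced alpha-syn yeast (OD600=0.02, raffinose-pregrown) + pinned cpd, 24 hr, 30 deg C; growth by BacTiter-Glo luminescence. Growth restoration scores as activation.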
FUS yeast rescue: rescues growth of FUS-expressing yeast. S. cerevisiae FUS-expressing, growth rescue, OD600, 24 h. Potency, µM (titrated, usually from 76.6 µM), without a hit: top-dose growth rescue (activation), most hits filed as activators. 390,000 tested, 0.24% active. AID 1347120;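 also: plate controls were DMSO vehicle for no effect and reference control for full effect; nearly all actives have a fitted effect of over 55% in size; some results filed as inactive show a strong effect at the top dose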
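FUS-expressing yeast, raffinose-pregrown, induced in 2% galactose minimal medium at OD 0.005; compounds in a dilution series, 24hr at 30C. Growth restoration read as absorbance at 600 nm. CP55940 positive control, DMSO negative.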
EPAC1 antag: EPAC1 (human) antagonism; 360,000 tested, 0.14% active; O95398; Potency, µM (top dose mostly 115 µM), for the others: at the top dose activity change, negative = inhibition, usual class: inhibitors; EPAC1 GEF assay, Rap1b-BODIPY-GDP exchange fluorescence;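 also: plate controls were vehicle for no effect and positive control for full effect; nearly all actives have a fitted effect of over 50% in size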
PTHR1 ag: agonists of human PTHR1 parathyroid hormone receptor; Q03431; HEK293 GP2 PTHR1 cells, GloSensor cAMP luminescence, 1 h; Potency, µM (series often up to 115 µM), for inactives: at the top dose activation, usual class: activators; 410,000 tested, 0.075% active; also: nearly all actives have a fitted effect of over 55% in size; some results filed as inactive show a strong effect at the top dose; inactives centre near -15; many of its hits are not listed in these tables
Target sequence (Q03431 whole entry, looked up): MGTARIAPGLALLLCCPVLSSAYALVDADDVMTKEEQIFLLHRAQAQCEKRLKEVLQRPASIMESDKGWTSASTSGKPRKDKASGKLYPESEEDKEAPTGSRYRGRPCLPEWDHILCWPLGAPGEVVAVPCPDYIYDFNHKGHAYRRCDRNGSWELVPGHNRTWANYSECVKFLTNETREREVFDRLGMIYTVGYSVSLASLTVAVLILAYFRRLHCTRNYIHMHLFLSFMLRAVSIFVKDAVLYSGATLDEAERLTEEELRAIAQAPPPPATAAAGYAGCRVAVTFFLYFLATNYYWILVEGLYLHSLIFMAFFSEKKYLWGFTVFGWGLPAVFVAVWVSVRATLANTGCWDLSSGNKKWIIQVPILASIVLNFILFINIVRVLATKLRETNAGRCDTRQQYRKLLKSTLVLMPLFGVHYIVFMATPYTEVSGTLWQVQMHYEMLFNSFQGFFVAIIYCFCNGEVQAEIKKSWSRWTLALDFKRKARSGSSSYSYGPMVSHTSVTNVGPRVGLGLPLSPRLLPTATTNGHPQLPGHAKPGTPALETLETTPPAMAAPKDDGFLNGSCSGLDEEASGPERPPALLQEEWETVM
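HEK-293-derived GP2 cells expressing PTHR1 and a GloSensor cAMP reporter, 3,000/well, plated overnight, given luciferin plus IBMX (each 0.5 mM as added) for 1 h at 37 °C, then compound for 1 h at 37 °C. Luminescence was read after 15 min at room temperature.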
An asterisk follows results filed as active; i = inactive; ? = inconclusive; · = not tested or not shown; & = joins results of further samples; [ ] = another dose, or the depositor's remark. Calls follow the shape of the dose curve; as a rule, active = well fitted curve in the direction sought with a large enough effect; inconclusive = small, poorly fitted or top-dose-only effect, or another doubt; inactive = no such curve, though single readings can be large; an effect the other way counts as inactive or inconclusive. Potency is read from the fitted curve at half-maximal effect. Some of the compounds tested; count on the stated rates, not on these rows.

SMILES	EPAC1 agonist	TDP-43 yeast inh	EPAC2 antag	EPAC2 agonist	aSyn rescue	FUS yeast rescue	EPAC1 antag	PTHR1 ag
N#CCCN(C(=O)COC(=O)c1ccc2ccccc2n1)c1ccccc1	7.2%	11.1%	2.5%	10.4%	-3.0%	-10.4%	-3.5%	i
O=C(Cc1ccccc1)NCCc1ccc(Cl)cc1Cl	4.5%	10.9%	0.0%	0.9%	-0.1%	-3.5%	?	i
COc1ccc2cc3c(N)nn(C(=O)Cc4ccccc4OC)c3nc2c1	-1.7%	25.8%	0.6%	9.4%	1.1%	11.4%	-15.5%	16.8%
Cc1cc2c(cc1S(=O)(=O)N1CCN(c3cccc(C)c3C)CC1)OCC(=O)N2	-0.8%	16.6%	-13.0%	7.6%	0.1%	-2.1%	-10.6%	i
O=[N+]([O-])c1ccc(N(c2ccccc2)c2ccccc2)cc1	?	1.4%	0.7%	29.2%	-10.8%	·	11.2%	-26.8%
CCCC1=Nc2cc(C(=O)NCCCOCC)ccc2Sc2ccccc21	-3.5%	14.2%	-6.2%	1.1%	-0.4%	?	-9.8%	i
Cc1nn(CCCC(=O)NCCc2ccccc2)c(C)c1[N+](=O)[O-]	5.2%	-21.3%	6.2%	13.5%	-3.1%	16.1%	-19.5%	i
Cc1ccccc1OCCC(=O)Nc1c(C)n(C)n(-c2ccccc2)c1=O	11.6%	17.7%	4.4%	5.3%	-3.6%	-1.6%	7.4%	i
O=C(NN=Cc1c(O)ccc2ccccc12)c1ccncc1	?	14.9%	32.6%[activator]	?	-9.0%	·	20.0%	i
Cc1nc(N2CCOCC2)c2c3c(sc2n1)CCC3	-7.5%	15.0%	-14.4%	1.8%	12.7%	6.4%	2.7%	-32.6%
COC(CNC(=O)[C@H](Cc1ccccc1)N1Cc2ccccc2C1=O)OC	-1.9%	0.7%	1.5%	-4.6%	-4.0%	-4.1%	-3.0%	i
CCCNC(=O)N(CCOC)CC1CCCN(C2Cc3ccccc3C2)C1 (centres undefined)	-6.5%	-18.1%	0.2%	9.6%	0.8%	20.1%	5.3%	8.6%
COc1ccc(CNC(=O)CN2C(=O)NC(C)(c3cccc(Br)c3)C2=O)cc1 (centres undefined)	5.0%	5.5%	3.2%	9.4%	0.2%	6.7%	-2.7%	-10.7%
CCN(CC)c1ccc2c(C)cc(=O)oc2c1	-13.9%	12.2%	-27.7%	4.8%	6.6%	-22.6%	-12.6%	9.5%
CCCCn1c(N)c(N(CC(C)C)C(=O)CSc2nn(-c3ccc(F)cc3)c(=S)s2)c(=O)[nH]c1=O	-25.7%	13.8%	83.7%[activator]	-8.7%	-0.2%	1.6%	-7.4%	i
Cc1cc(C)cc(CC(=O)N2CCC2(C)C(=O)NS(=O)(=O)Cc2ccccc2)c1 (centres undefined)	-8.6%	13.5%	-15.1%	10.5%	-2.6%	-4.9%	-6.6%	-8.1%
Cc1cc(C(=O)COc2ncnc3sccc23)c(C)n1C1CC1	1.7%	-46.6%[inhibitor]	-1.3%	6.8%	7.8%	-1.3%	-3.4%	-34.9%[inhibitor][57.5 µM]
O=C(c1ccco1)N1CCN(C(=O)C2CCN(S(=O)(=O)c3cccs3)CC2)CC1	7.0%	-11.0%	-7.9%	8.2%	-0.7%	28.8%	-1.3%	-3.8%[57.5 µM]
COc1ccc(Br)cc1CN(C)C(=O)c1ccccc1SCC(=O)N1CCCC1	1.0%	0.5%	-4.3%	5.2%	-1.0%	12.5%	-7.1%	-27.6%
Cc1c(C(=O)N2CCN(C(=O)c3ccco3)CC2)oc2c(Cl)cccc12	5.3%	?	5.5%	-9.1%	0.1%	18.0%	1.6%	-35.4%[inhibitor]
Cc1ccc(Nc2cccc(C(F)(F)F)c2)nn1	-3.3%	12.1%	-2.5%	23.0%	-33.9%[inhibitor]	0.3%	-6.6%	-13.1%
O=[N+]([O-])c1ccc(C=NN2CCCCCC2)cc1	13.0%	?	3.4%	10.9%	-4.7%	2.0%	-7.9%	-48.1%[inhibitor]
Cc1oc(-c2cc(F)cc(F)c2)nc1CN1CCSCC1	0.7%	-9.8%	-2.2%	-2.6%	2.3%	19.1%	2.6%	-18.5%
CCc1ccccc1NC(=O)CNC(=O)CCNC(=O)Nc1ccccc1	4.8%	19.9%	3.3%	0.2%	0.6%	·	-3.8%	i
CCOc1ccc(Cn2c(=O)oc3ccccc32)cc1	9.7%	?	-3.8%	0.4%	7.1%	-1.3%&-19.2%	5.4%	-10.1%
Cc1nn(Cc2ccc(Cl)cc2)c(C)c1NC(=O)C(c1ccccc1)c1ccccc1	10.7%	20.2%	-10.6%	5.0%	13.3%	·	-16.0%	i
Nc1ncc(-n2cncn2)c(-c2ccccc2)n1	-4.0%	15.6%	-1.8%	4.0%	3.8%	0.8%	-16.2%	-5.5%
CCOC(=O)C1CCCN(Cc2c(F)cccc2Cl)C1 (centres undefined)	0.6%	-19.5%	-5.5%	-9.2%	-4.1%	15.4%	7.6%	i
O=C(CCCC(=O)N(CC(=O)NC1CCCCC1)Cc1ccc2c(c1)OCO2)Nc1ccccn1	8.5%	-7.5%	-5.2%	-0.4%	0.2%	?	-5.1%	-9.4%[57.5 µM]
CCOC(=O)CNC(=O)Cn1c(C)cc2ccccc2c1=O	0.6%	19.2%	8.8%	-5.2%	-7.4%	5.7%	-1.9%	i
Cc1ccc(C(=O)N/C(=C\c2ccc(C)o2)C(=O)O)cc1	7.7%	-5.9%	16.6%	8.4%	6.6%	2.1%	-1.4%	-2.0%
CCCCOc1ccc(CC(=O)NCC(=O)O)cc1	-4.1%	-18.4%	15.1%	2.9%	2.7%	·	4.9%	-1.9%
COc1ccc(N2CCN(C(CNC(=O)C3CCCCC3)c3ccco3)CC2)cc1 (centres undefined)	0.8%	-0.7%	-0.5%	5.6%	-20.5%	12.1%	1.9%	-33.6%[inhibitor]
COC(=O)c1cc(S(=O)(=O)NC2CCC(C)CC2)cn1C (centres undefined)	-11.8%	16.8%	4.5%	-1.8%	11.3%	-4.0%	-1.4%	-20.2%
COC(=O)C1=C(C)Nc2[nH]c(=S)[nH]c(=O)c2C1c1ccc(O)cc1 (centres undefined)	5.5%	6.5%	-1.7%	9.3%	0.1%	7.0%	-8.5%	i
CC1(C(=O)NS(=O)(=O)C2CC2)CCN(C(=O)C2(c3ccc(Cl)cc3)CCCC2)C1 (centres undefined)	-14.5%	-4.6%	-20.9%	4.7%	4.3%	7.1%	4.1%	i
C/C(=N\Nc1ccc(Cl)c(C(=O)O)c1)c1cccc([N+](=O)[O-])c1	-3.6%	-0.9%	11.5%	-0.1%	2.1%	12.7%	-11.9%	-26.9%
Cc1ccc(CNC(=O)CNC(=O)c2ccc(Br)o2)cc1	-20.4%	-15.9%	5.7%	2.9%	-5.0%	-4.5%	-4.7%	i
O=C(c1ccc2c(c1)OCO2)N1CCN(c2cccc(C(F)(F)F)c2)CC1	0.2%	22.2%	-18.5%	15.5%	-0.4%	17.3%	-1.5%	i
O=C(CC(NC(=O)OCc1ccccc1)C(=O)O)OCc1ccccc1 (centres undefined)	-17.4%	4.6%	-3.8%	3.6%	-0.9%	-13.4%	6.8%	i
CCn1ncc(NC(=S)NCCc2ccc(OC)c(OC)c2)c1C(N)=O	-3.3%	0.6%	3.2%	-6.8%	-9.1%	-4.8%	-10.0%	7.6%
CCCN1CCN(CCCNC(=O)c2ccc3c(Cl)c4c(nc3c2)CCCC4)CC1	2.6%	-6.3%	-8.9%	-0.8%	-5.9%	17.6%	-11.3%	i
Cc1ccc2c(c1)N(C(C)C(=O)NCc1ccc3c(c1)OCO3)C(=O)CO2 (centres undefined)	4.0%	14.5%	0.0%	9.3%	-3.1%	-4.4%	-24.6%	?
O=C(Cc1cccc2ccccc12)Nc1ccc2oc(-c3ccccc3)nc2c1	7.2%	29.0%	7.1%	5.5%	1.4%	12.2%	-3.4%	-3.6%[57.5 µM]
Cc1ccc(CN2C(=O)CSCC2(C)C(=O)Nc2c(C)cccc2C)cc1 (centres undefined)	2.0%	27.0%	6.8%	4.5%	4.0%	7.3%	-2.1%	-15.7%
COc1ccc(C2C/C(=N\O)C(C)(C)O2)cc1 (centres undefined)	3.2%	-14.5%	16.8%	-0.3%	2.8%	-2.9%	5.3%	i
Cc1ccc(CNC(=O)c2ccccc2NS(C)(=O)=O)cc1	7.2%	4.2%	9.1%	8.6%	-11.3%	9.7%	6.6%	-0.2%
COc1ccc(-n2ncc3c2CC(C)(C)CC3NC(=O)c2cn[nH]c2)cc1 (centres undefined)	3.5%	10.7%	-4.5%	7.8%	0.3%	23.0%	-14.6%	-12.0%

Reprinted at random: two entries already listed
SMILES	EPAC1 agonist	TDP-43 yeast inh	EPAC2 antag	EPAC2 agonist	aSyn rescue	FUS yeast rescue	EPAC1 antag	PTHR1 ag
CCCN1CCN(CCCNC(=O)c2ccc3c(Cl)c4c(nc3c2)CCCC4)CC1	2.6%	-6.3%	-8.9%	-0.8%	-5.9%	17.6%	-11.3%	i
O=C(CC(NC(=O)OCc1ccccc1)C(=O)O)OCc1ccccc1 (centres undefined)	-17.4%	4.6%	-3.8%	3.6%	-0.9%	-13.4%	6.8%	i

Other entries.
SMILES	EPAC1 agonist	TDP-43 yeast inh	EPAC2 antag	EPAC2 agonist	aSyn rescue	FUS yeast rescue	EPAC1 antag	PTHR1 ag
CCOC(=O)C1CCN(C(=O)c2ccc(OCC(=O)N3CCOCC3)c(OC)c2)CC1	4.5%	-12.4%	-0.1%	16.6%	-0.9%	-5.6%	2.3%	-17.6%
Brc1ccc(-c2nnc3ccc(N4CCN(c5ccccc5)CC4)nn23)cc1	-1.5%	18.9%	8.0%	-15.0%	-0.5%	11.9%	23.1%	i
COc1cccc(NC(=O)c2csc3c2CCCC3)c1	100µM*	17.8µM*	-8.7%	12.5%	-6.6%	10.5%	155.4%[activator]	i
COc1ccc(/C=N/c2oc(-c3ccccc3)cc2C#N)cc1	-1.8%	25.8%	-22.6%	10.0%	-2.1%	-2.4%	-13.0%	i
CCC(C)NC(=O)Cc1cn(C)c2ccccc12 (centres undefined)	0.1%	17.1%	4.6%	-2.2%	-0.1%	17.8%	2.1%	-23.4%[57.5 µM]
Cc1ccc(N2CCN(C3C(=O)Nc4ccccc4-n4nnnc43)CC2)cc1 (centres undefined)	4.3%	15.2%	-2.0%	8.1%	8.1%	31.2%	-20.3%	i
